Assay outcomes: PubChem BioAssay, several laboratories
Rv3671c inh: inhibits the M. tuberculosis serine protease Rv3671c; P9WHR9; inhibition, % at 5.96 µM; actives 0.048% (n = 320,000); AID 2606; in the data active = inhibition above about 38%;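 also: extracellular domain of Rv3671c used as enzyme; 0% = enzyme with DMSO and 100% = no enzyme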
Target sequence (P9WHR9 whole entry, looked up, the tested form may be a part): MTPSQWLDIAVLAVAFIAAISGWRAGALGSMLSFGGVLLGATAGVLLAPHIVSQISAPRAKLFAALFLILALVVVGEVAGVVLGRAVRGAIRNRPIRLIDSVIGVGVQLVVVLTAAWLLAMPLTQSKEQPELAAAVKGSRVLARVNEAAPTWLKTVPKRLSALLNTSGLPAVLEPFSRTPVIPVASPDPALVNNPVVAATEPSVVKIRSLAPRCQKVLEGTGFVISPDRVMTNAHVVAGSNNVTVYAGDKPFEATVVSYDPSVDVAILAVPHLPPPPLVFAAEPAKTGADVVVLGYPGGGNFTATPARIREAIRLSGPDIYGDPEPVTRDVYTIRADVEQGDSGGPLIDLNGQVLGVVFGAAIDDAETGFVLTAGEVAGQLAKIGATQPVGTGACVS
GDH-TPI counter: GDH-TPI coupled enzyme inhibition counter-screen; actives 1.2% (n = 360,000); GDH-TPI coupled enzyme counterscreen, NADH absorbance; inhibition, % at 4.8 µM; AID 588335;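 also: 0% = DMSO wells and 100% = wells lacking the enzyme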
DUSP3 inh: inhibitors of human VHR1 phosphatase (DUSP3) | inhibition, % at 13.3 µM | P51452 | AID 1654 | recombinant VHR phosphatase, pNPP absorbance | actives 0.52% (n = 290,000); in the data active = inhibition above about 50%; also: some compounds called inactive have numbers as strong as hits
Mtb FBA inh: inhibits M. tuberculosis FBA enzyme. purified M. tuberculosis FBA, fluorescence read-out. actives 2.3% (n = 360,000). P9WQA3. inhibition, % at 1 µM. AID 588726; in the data active = inhibition above about 27%;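 also: 0% = vehicle and 100% = reference inhibitor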
CCHFV vOTU inh: blocks the CCHF virus ovarian tumor domain protease. CCHFV vOTU protease, Pep-AMC fluorescence. actives 0.55% (n = 370,000). inhibition, % at 11.5 µM; also: 0% = vehicle wells with enzyme and 100% = no enzyme wells
BioA inh: BioA (M. tuberculosis) enzyme inhibition. purified M. tuberculosis BioA enzyme, plate reader. actives 0.096% (n = 360,000). AID 602481. inhibition, % at 9.99 µM; in the data active = inhibition above about 40%; inconclusive = no clear call, values can overlap the other calls
Mtb UGM inh: Mtb UDP-galactopyranose mutase inhibition; purified UGM, fluorescence polarization probe displacement; inhibition, % at 10 µM; actives 0.06% (n = 320,000); AID 504406; in the data active = inhibition above about 10%, passing the limit was not always enough; inconclusive = no clear call, values can overlap the other calls
Target sequence (P9WIQ1 whole entry, looked up): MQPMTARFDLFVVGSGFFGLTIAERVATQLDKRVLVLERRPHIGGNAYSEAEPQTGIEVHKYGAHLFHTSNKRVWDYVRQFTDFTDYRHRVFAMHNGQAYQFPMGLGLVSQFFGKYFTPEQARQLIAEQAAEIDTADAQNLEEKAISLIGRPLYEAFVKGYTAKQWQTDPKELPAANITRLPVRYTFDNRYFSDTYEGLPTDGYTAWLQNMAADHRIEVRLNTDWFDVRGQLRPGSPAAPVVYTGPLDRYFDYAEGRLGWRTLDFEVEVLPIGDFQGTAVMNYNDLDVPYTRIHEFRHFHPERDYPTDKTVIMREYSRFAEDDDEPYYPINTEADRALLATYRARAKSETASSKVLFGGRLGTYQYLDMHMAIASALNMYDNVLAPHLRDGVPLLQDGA
MazF activator: MazEF (E. coli) toxin RNase activation | P0AE70 | FAM/BHQ RNA-DNA oligo cleavage fluorescence, 5 h | activation, % at 20 µM | actives 0.32% (n = 350,000) | AID 504720; in the data active = activation above about 50%
Target sequence (P0AE70 whole entry, looked up): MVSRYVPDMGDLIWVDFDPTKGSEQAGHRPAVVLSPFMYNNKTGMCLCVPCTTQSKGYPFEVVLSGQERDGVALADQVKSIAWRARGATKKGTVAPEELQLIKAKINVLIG
FadD28 FP inh: inhibitors of Mycobacterium tuberculosis FadD28 bisubstrate binding. FadD28 bisubstrate probe binding, fluorescence polarization. inhibition, % at 12.5 µM. actives 0.22% (n = 360,000). AID 588549; in the data active = inhibition above about 8.5%, passing the limit was not always enough; inconclusive = no clear call, values can overlap the other calls
BoNT-F LC inh: BoNT F light chain protease inhibition; actives 0.22% (n = 360,000); inhibition, % at 10 µM; Multiplex microsphere protease cleavage assay, flow cytometry; in the data active = inhibition above about 35%, passing the limit was not always enough; inconclusive = no clear call, values can overlap the other calls; also: plate controls were buffer without enzyme for full effect and enzyme alone for no effect
* marks the source's active call; other numbers are inactive results; ? = inconclusive; . = not tested or not shown. Rule as the data show it, unless noted: active = inhibition above about 30%; inactive = the rest.

SMILES	Rv3671c inh	GDH-TPI counter	DUSP3 inh	Mtb FBA inh	CCHFV vOTU inh	BioA inh	Mtb UGM inh	MazF activator	FadD28 FP inh	BoNT-F LC inh
COc1cccc(Cn2c3ccc(NC(=O)CCc4ccc(F)cc4)cc3c(=O)n2C)c1	.	4	.	151*	-39	-1.7	.	.	-4.0	-1
S=C(NCCC(c1ccccc1)c1ccccc1)Nc1ccc(Cl)cc1	-168	1	-4	-3	7	2.4	0.5	22	2.0	-11
C=CC[C@@H](Cc1ccc(F)cc1)C(=O)OC[C@@H]1CCCN1C(=O)[C@@H](CC=C)CC(=O)N[C@@H](CO)Cc1ccccc1	-1	2	.	6	10	11	2.9	4	-3.8	-5
COc1ccc(-c2noc(CCCC(=O)NC3CCCC3)n2)cc1	2	-3	7	1	8	0.0	2.2	4	-2.8	2
Cn1c(=N)c(S(=O)(=O)c2ccc(F)cc2)cc2c(=O)n3ccccc3nc21	8	-5	21	10	28	0.6	-0.6	8	-2.4	0
CCc1ccc(-c2nc(CSCC(=O)NC3CC3)c(C)o2)cc1	0	4	-9	4	13	3.5	-1.1	0	-4.0	-3
CC(=O)N1CCN(Cc2nc3cc(NC(=O)c4cccs4)ccc3n2C)CC1	-8	-3	6	0	3	7.6	-0.8	4	0.9	-2
Cc1noc(C)c1CSCC(=O)N(C)CC(=O)Nc1cccc(F)c1	-10	2	18	0	-5	3.2	-1.0	11	-0.9	-4
CCN(CCCNC(=O)CC(C(=O)N1CCc2ccccc21)n1ccnc1)c1ccccc1 (stereo not drawn)	0	2	28	2	13	0.5	-2.5	1	-2.9	5
CCCCOC(=O)CSc1nc2c(c(=O)[nH]c(=O)n2C)n1C/C=C(\C)Cl	-3	10	-4	-1	31*	-4.9	-0.2	-3	-1.3	12
CCC(C)N1C(=O)/C(=C/c2ccc3c(c2)CCN3CCCCl)C(=O)NC1=S (stereo not drawn)	-2	14	-2	3	9	.	-0.7	-6	-1.2	-5
CCCC(=O)C1=C(N2CCCC2)CC(C)(C)C(C(=O)OC)C1=O (stereo not drawn)	5	8	-4	0	5	.	4.1	6	-5.0	-5
CCC(Oc1ccc(C)cc1)C(=O)Nc1ccc(S(=O)(=O)Nc2nccs2)cc1 (stereo not drawn)	-3	4	17	-2	7	0.0	1.6	5	-0.8	-4
Cc1nn(Cc2c(Cl)cccc2Cl)c(Cl)c1/C=N/NC(=O)c1cccnc1	-14	2	-4	0	5	.	3.7	-15	0.1	0
COc1ccccc1Oc1ccnc2cc(Cl)ccc12	7	-3	58*	5	15	-3.0	0.4	-21	-4.0	-9
c1ccc(C[C@H]2CN=C(Nc3ccccc3)N2CC2CCCCC2)cc1	0	4	.	4	17	0.6	-1.7	8	-1.9	-7
COc1ccc(C(=O)N/C(=C\c2cccc3ccccc23)C(=O)N2CCN(C)CC2)cc1	2	5	.	0	9	3.0	2.9	4	-3.9	-8
Cc1ccc2nc(NC(=O)CSCC(=O)OCC(=O)c3ccccc3)sc2c1	-4	2	-8	3	35*	-2.9	2.7	2	-0.9	-6
Cc1ccsc1/C=N/NC(=O)Cc1ccc([N+](=O)[O-])cc1	-8	22	.	-2	-13	.	-1.5	0	-4.4	?
O=[N+]([O-])c1ccc(NCCCO)c(S(=O)(=O)N2CCOCC2)c1	0	40*	-12	-2	3	.	0.9	0	-5.2	-5
O=C(c1cnn2c(C(F)(F)F)cc(-c3ccc4c(c3)OCO4)nc12)N1CCCCC1	-1	1	18	0	-2	-1.6	2.2	14	0.2	8
O=C(NCc1ccco1)c1ccc(CS(=O)(=O)Cc2ccc(F)cc2)o1	8	-14	-22	1	.	0.0	-1.1	0	-2.8	-4
COc1ccc(CNc2cccnc2)c(OC)c1OC	.	14	.	2	-4	12	.	-2	0.4	.
NNc1nc2c(-c3ccc(F)cc3)nnn2c2ccccc12	-36	-5	6	6	-7	-1.7	3.4	26	-0.2	-1
CCOC(=O)C1CCCN(C(c2ccccn2)c2c(C)[nH]c3ccccc23)C1 (stereo not drawn)	-4	9	19	0	12	.	-1.9	12	-2.5	-4
CCc1ccc(C2C(C(=O)O)c3ccccc3C(=O)N2C)cc1 (stereo not drawn)	6	2	-28	2	-10	0.7	0.8	-2	-0.3	-46
CN1C[C@@H]2[C@@H]3C(=O)N(Cc4ccccc4)C(=O)[C@@H]3[C@](Cc3ccccc3)(C1=O)N2C(=O)c1ccc(C(C)(C)C)cc1	.	6	.	-3	10	-1.0	.	1	-1.6	3
CC(=O)c1ccc(NC(=S)NNC(=O)c2ccncc2)cc1	-8	32*	22	1	8	.	-1.4	5	-0.8	1
COc1ccc2c(c1)[C@H]1[C@H](CO2)[C@H](c2ccccc2)[C@@]2(C)C(=O)N[C@H](C)C(=O)N12	.	4	.	3	-4	-1.0	.	11	-2.9	-3
O=[N+]([O-])c1ccc(N2CCN(Cc3ccccc3)CC2)c(S(=O)(=O)N2CCOCC2)c1	0	-1	5	1	8	1.3	0.5	-10	-4.7	2
COCCCNS(=O)(=O)c1ccc(C)cc1	-9	-10	30	-3	7	.	-0.4	10	-1.8	5
CCOc1ccc(NC(=O)n2ncc3c(C)cccc32)cc1	0	-5	5	1	7	-1.7	4.3	-3	1.3	5
Cc1cc(=O)n2nc(N3CCCC(C(=O)NC4CCCCC4C)C3)sc2n1 (stereo not drawn)	-4	9	28	3	-12	-2.7	0.4	3	-0.4	-3
COc1ccccc1-n1c(SCC(=O)O)nc2c(sc(=S)n2-c2ccc(C)c(C)c2)c1=O	0	24	-16	-4	-3	.	2.5	5	-0.1	9
COc1ccc(CN2C(=O)CS/C2=N/N=C/c2ccccc2)cc1	1	7	17	4	10	-1.7	-2.7	-8	-0.7	-4
Cc1ccc(-n2ncc3c2CC(C)(C)CC3NC(=O)C2CCOCC2)cc1 (stereo not drawn)	-6	3	16	5	-4	5.2	3.4	3	0.8	2
O=C1CC(N2CCN(c3ccccc3)CC2)C(=O)N1c1ccc2c(c1)OCO2 (stereo not drawn)	1	-3	17	1	4	.	1.1	11	0.6	0
Oc1ccc(Cl)cc1/C=N/c1nc2ccccc2[nH]1	2	0	-6	7	0	0.8	1.4	-2	-0.7	1
O=C(NCC1CCCO1)c1cc2n(n1)C(C(F)(F)F)CC(c1ccc(F)cc1)N2 (stereo not drawn)	-2	1	14	-1	-6	0.9	0.3	-5	1.4	?
O=C1NC2(CCCCC2)C(=O)N1CCS(=O)(=O)Oc1ccccc1	3	4	-12	2	3	3.2	-0.4	4	-1.4	?
CCC1C(=O)CC(c2ccc([N+](=O)[O-])cc2)NC1c1ccc([N+](=O)[O-])cc1 (stereo not drawn)	-5	1	3	0	-9	.	-3.3	-8	-1.4	-6
Clc1ccc(CSc2nnnn2-c2ccc3c(c2)OCO3)c(Cl)c1	-2	-5	4	0	3	.	0.4	-9	-1.1	-5
CNc1ncnc2c1ncn2[C@H]1CN(Cc2ccccc2)C[C@@H](CO)O1	.	-6	.	-2	4	0.8	.	.	-1.3	-6
Cc1ccc(C(=O)N2CCN(c3ccc(NC(=S)NC(=O)Cc4ccccc4)cc3)CC2)cc1	0	17	25	-5	6	.	-0.6	-4	-0.8	-4
Cc1cccc(C(=O)Oc2ccc(/C=N/NC(=O)Cc3ccc([N+](=O)[O-])cc3)cc2)c1	0	8	2	2	-3	-1.3	-2.4	1	-1.4	8
Cc1ccc(N(C(=O)c2csnn2)C(C(=O)NC2CCCCC2)c2ccco2)cc1 (stereo not drawn)	5	6	45	0	7	1.4	-2.3	4	-2.5	-13
COc1ccccc1OCC(=O)N1CCN(C(=O)COc2ccccc2OC)CC1	-7	-5	-4	0	-7	-0.1	-8.0	5	-0.4	-26
CC(C)c1ccc(Nc2ncc3c(n2)CCN(C(=O)NC2CCCCC2)C3)cc1	.	-3	.	-4	-4	-1.2	.	.	-2.8	-7
Cc1cccc(C)c1OCC(=O)Nc1ccc2c(c1)OCCO2	-8	12	5	4	-15	-4.4	-3.6	-6	0.5	-4
O=C(COC(=O)Cc1ccc(Br)cc1)Nc1c(F)c(F)c(F)c(F)c1F	-8	9	-2	0	1	-0.6	3.9	2	0.4	-4
O=C1CC(N2CCC(O)CC2)C(=O)N1c1ccc(Br)cc1 (stereo not drawn)	7	18	8	0	7	-1.1	0.9	5	-2.4	7
Cn1c(SCc2ccccc2)nnc1-c1c[nH]c2ccccc12	5	-11	7	0	0	1.5	0.7	16	-0.5	3
CC1(C)c2ccccc2N2CC(=O)N(CC(N)=O)C21C (stereo not drawn)	-251	4	40	1	-5	-16	4.1	-1	-4.3	0
CC(C)c1ccc(S(=O)(=O)N2CCN(C(=O)n3ccnc3)CC2)cc1	1	4	.	1	-6	1.7	0.6	4	-0.3	1
Nc1nonc1C(=O)NCCNC(=O)c1ccc(Cl)c(Cl)c1	1	-1	27	-6	7	0.0	0.5	1	-4.1	14
O=C(NN1CCOCC1)c1ccccc1NS(=O)(=O)c1ccc(F)cc1F	-1	4	.	1	4	-1.1	-2.5	3	1.5	-8
C=CCCC(=O)N1CCCC(C(=O)c2cccc(OC)c2)C1 (stereo not drawn)	-7	-1	57*	0	-12	-2.4	1.4	2	-0.1	?
O=C(Cn1ccc2ccccc2c1=O)NCCC(=O)N1CCN(C2CCCCC2)CC1	-6	8	10	4	-3	-1.0	-2.0	4	-1.0	-13
Cc1cnc(NC(=O)CSc2nnc(C)n2N)s1	7	10	-8	2	0	.	-1.0	-13	0.2	31
CCN(c1ccccc1)S(=O)(=O)c1cc(C(=O)Nc2cccc(Cl)c2)ccc1F	-218	0	-6	0	-2	.	3.9	11	1.0	-7

The results go on:
SMILES	Rv3671c inh	GDH-TPI counter	DUSP3 inh	Mtb FBA inh	CCHFV vOTU inh	BioA inh	Mtb UGM inh	MazF activator	FadD28 FP inh	BoNT-F LC inh
CC(NC(=S)Nc1ccc(S(N)(=O)=O)cc1)c1ccc2c(c1)OCO2 (stereo not drawn)	-4	13	-5	-3	5	.	1.6	6	-3.1	-1
Cc1cc(C)n(C(=O)c2nn(C)c(C)c2[N+](=O)[O-])n1	2	9	-9	1	-1	-0.4	2.5	10	-0.7	5
CCOC(=O)C1=CCN(S(=O)(=O)c2ccc(C)cc2)C1c1cccc(F)c1 (stereo not drawn)	.	.	.	2	7	6.8	.	.	-0.2	-6
COc1ccc(S(=O)(=O)NCC2CCC(C(=O)O)CC2)cc1 (stereo not drawn)	11	8	10	1	-7	-0.2	-1.3	-5	0.8	-9
O=C(NC1CCN(C(=O)Nc2ccccc2Cl)CC1)c1cccc(F)c1	-12	4	20	3	5	-1.1	0.6	2	0.0	-6
COc1cc(/C=C/c2nc3ccccc3c(=O)[nH]2)cc(OC)c1OC	-7	27	.	3	-18	7.8	1.6	8	-1.2	-10
Cc1c(C(=O)NCc2ccc(C(F)(F)F)cc2)sc(=O)n1Cc1ccc(S(=O)(=O)N(C)C)cc1	.	-4	.	-2	13	-1.8	.	.	-34	-1
COc1ccc(-c2cc3nc(NCc4ccc(NC(C)=O)cc4)n(C)c(=O)c3s2)cc1OC	.	20	.	10	-5	-0.5	.	.	-0.5	4
COC(=O)CCC(=O)OC1(C)C(=O)C=C2C=C(C3CC3)N(Cc3ccco3)C=C2C1=O (stereo not drawn)	-7	9	11	-1	6	-0.9	3.1	-11	-0.6	-11

By substructure, the entries above containing bromine (two)
SMILES	Rv3671c inh	GDH-TPI counter	DUSP3 inh	Mtb FBA inh	CCHFV vOTU inh	BioA inh	Mtb UGM inh	MazF activator	FadD28 FP inh	BoNT-F LC inh
O=C(COC(=O)Cc1ccc(Br)cc1)Nc1c(F)c(F)c(F)c(F)c1F	-8	9	-2	0	1	-0.6	3.9	2	0.4	-4
O=C1CC(N2CCC(O)CC2)C(=O)N1c1ccc(Br)cc1 (stereo not drawn)	7	18	8	0	7	-1.1	0.9	5	-2.4	7
